# NPC1 promoter act – qHTS Assay for NPC1 Promoter Activators | Potency, µM (highest dose often 9.22 µM), for inactives: at the top dose activation, hits mostly activators | AID 485313, 2010 | actives 2.4% (n = 320,000) | Huh7 NPC1 promoter luciferase reporter, 24 h;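 note: potency is the fitted concentration of half-maximal effect; % of control where 0% means no effect; nearly all actives have a fitted effect of over 60% in size; reporter is driven by a mutant NPC1 promoter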
#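 Stably transfected Huh7 (NPC1 promoter→luciferase), 1500 cells/well in Opti-MEM + 10% FBS, 2 h settle, then compound 24 h at 37 °C. Luminescence after 10 min with Amplite reagent.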
# Rab9 prom act – qHTS Assay for Rab9 Promoter Activators | Huh7 Rab9 promoter-luciferase reporter, luminescence, 24 h | Potency, µM (top dose mostly 9.22 µM), inactives show at the highest dose activation, negative = inhibition, most hits filed as activators | actives 2.8% (n = 320,000) | AID 485297, 2010; note: potency is the fitted concentration of half-maximal effect; % of control where 0% means no effect; nearly all actives have a fitted effect of over 60% in size
#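 Cell-based reporter: Huh7 stable for Rab9 promoter-driven luciferase, plated in reduced-serum medium with 10% FBS at 1500 cells/well, compound-treated 24 h at 37 °C, luminescence read after 10 min reagent.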
# RORg inh – qHTS for inhibitors of ROR gamma transcriptional activity. Potency, µM (doses to about 53.6 µM), inactives show top-dose activity change, negative = inhibition, usual class: inhibitors. AID 2551, 2010. Nuclear receptor ROR-gamma (Mus musculus), P51450. Drosophila S2 Gal4-RORgamma UAS-luciferase reporter, 20 h. actives 5.4% (n = 310,000); note: potency is the fitted concentration of half-maximal effect; % is set by controls: 0 for no effect and ±100 for the full control effect; nearly all actives have a fitted effect of over 60% in size
#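 Compounds are pin-transferred onto Drosophila Schneider cells expressing a copper-inducible Gal4–ROR gamma transactivation domain fusion. After 1 hr, copper sulfate is added to 700 uM final; luciferase is read 20 hr later.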
# VP16 counter – VP16 counterscreen qHTS for inhibitors of ROR gamma transcriptional activity | Potency, µM (titrated, usually from 53.6 µM), for the others: at the top dose activity, negative = inhibition, actives largely listed as inhibitors | actives 3.5% (n = 310,000) | AID 2546, 2010 | Drosophila S2 Gal4-VP16 UAS-luciferase, luminescence, 20 h;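 note: Gal4-VP16 expression switched on by copper sulfate through the metallothionein promoter; potency is the fitted concentration of half-maximal effect; % is set by controls: 0 for no effect and ±100 for the full control effect; nearly all actives have a fitted effect of over 50% in size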
# Giardia killer – Small Molecules that selectively kill Giardia lamblia: qHTS; activity change, % at 7.66 µM, hits read low; Giardia lamblia trophozoite viability; AID 540267, 2011; actives 0.15% (n = 340,000); in the data active = activity change below about -80%; inconclusive = between about -30% and that limit;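 note: parasites exposed to compound for two days anaerobically before the ATP read; % is set by controls: 0 for no effect and ±100 for the full control effect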
#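 Giardia trophozoites, 100 cells per well, were exposed to compounds for 48 hrs at 37 deg C under anaerobic conditions; viability was then read as ATP content by bioluminescence after 15-30 min at room temperature.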
# ELG1 genotox – qHTS screen for small molecules that induce genotoxicity in human embryonic kidney (HEK293T) cells expressing luciferase-tagged ELG1 | HEK293T ELG1-luciferase reporter, luminescence, 16 h | Potency, µM (titrated, usually from 46 µM), for the others: at the top dose activity change, positive = activation, most hits filed as activators | actives 1.3% (n = 330,000); note: potency is the fitted concentration of half-maximal effect; % of control where 0% means no effect; nearly all actives have a fitted effect of over 60% in size
#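 ELG1-luciferase HEK293T cells, 2,000/well; compound pinned in; 16 hr, 37 °C, 5% CO2; ONE-Glo, 30 min RT; luminescence on CCD imager.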
# p53 reactivator – qHTS assay for re-activators of p53 using a Luc reporter; H1299 p53-A138V BP100-luciferase reporter, luminescence, 24 h; Potency, µM (titrated, usually from 92.2 µM), for inactives: at the top dose activity change, positive = activation, most hits filed as activators; actives 0.063% (n = 320,000); note: potency is the fitted concentration of half-maximal effect; % of control where 0% means no effect; nearly all actives have a fitted effect of over 45% in size
#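 p53-null H1299 cells stably carrying temperature-sensitive p53-A138V and a BP100-luciferase reporter were pinned with compounds (4-point, 1:5 series) and held 24 hrs at 37 deg C. Luminescence was read 10 min after detection reagent.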
# PKM2 act – qHTS Assay for Activators of Human Muscle isoform 2 Pyruvate Kinase; Pyruvate kinase PKM (Homo sapiens), P14618; actives 0.34% (n = 260,000); Potency, µM (highest dose often 57.5 µM), for inactives: at the top dose activation, usual class: activators; AID 1631, 2009; purified PKM2, Kinase-Glo ATP luminescence, activation; response scale: 0% is enzyme alone, no compound; note: potency is the fitted concentration of half-maximal effect; % is set by controls: 0 for no effect and ±100 for the full control effect; nearly all actives have a fitted effect of over 55% in size
#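 ATP formation by purified human PK-M2, quantified via coupled luciferase luminescence after 1 h at room temperature with 0.1 mM ADP and 0.5 mM PEP final.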
# Menin-MLL TR inh – qHTS Assay for Inhibitors Targeting the Menin-MLL Interaction in MLL Related Leukemias: Competition With Texas Red Labeled MLL-derived Mutant Peptide; O00255; Menin + Texas Red MLL mutant peptide, fluorescence polarization; Potency, µM (highest dose often 61.6 µM), for inactives: top-dose FP activity change, negative = inhibition, hits mostly inhibitors; actives 0.23% (n = 270,000); AID 1768, 2009; active = well fitted inhibition curve with a large enough effect in the polarisation, with a control signal flat, not every such curve was filed as active; inconclusive = small, poorly fitted or top-dose-only effect, or effect the other way, or a change in a side signal; inactive = no such curve, though single readings can be large or run the other way; the % refers to the polarisation; note: potency is the fitted concentration of half-maximal effect; % of control where 0% means no effect; many of its hits are not listed in these tables
# Target sequence (O00255 whole entry, looked up): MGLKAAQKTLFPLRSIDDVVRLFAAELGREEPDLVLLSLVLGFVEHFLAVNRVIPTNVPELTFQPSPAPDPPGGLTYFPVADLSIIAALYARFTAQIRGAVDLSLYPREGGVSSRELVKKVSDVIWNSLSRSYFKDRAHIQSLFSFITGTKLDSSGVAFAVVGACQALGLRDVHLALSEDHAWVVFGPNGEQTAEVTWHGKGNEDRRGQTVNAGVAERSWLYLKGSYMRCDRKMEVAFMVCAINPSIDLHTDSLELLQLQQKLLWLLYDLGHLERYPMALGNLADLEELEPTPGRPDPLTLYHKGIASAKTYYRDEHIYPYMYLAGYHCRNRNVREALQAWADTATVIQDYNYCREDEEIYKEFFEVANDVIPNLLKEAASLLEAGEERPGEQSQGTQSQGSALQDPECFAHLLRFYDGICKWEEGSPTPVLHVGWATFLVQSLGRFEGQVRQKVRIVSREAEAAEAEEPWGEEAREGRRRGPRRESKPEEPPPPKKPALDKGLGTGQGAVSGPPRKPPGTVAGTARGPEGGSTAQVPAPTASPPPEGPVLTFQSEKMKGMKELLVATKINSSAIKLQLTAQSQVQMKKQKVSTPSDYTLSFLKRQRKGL
# FLuc modulator – qHTS profiling assay for firefly luciferase inhibitor/activator using purifed enzyme and Km concentrations of substrates (counterscreen for miR-21 project); Potency, µM (doses to about 57.5 µM), without a hit: at the top dose activity change, negative = inhibition, actives largely listed as inhibitors; purified FLuc, Km substrates, luminescence inhibition; actives 6.9% (n = 360,000);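 note: potency is the fitted concentration of half-maximal effect; plate controls were vehicle for no effect and reference inhibitor for full effect; nearly all actives have a fitted effect of over 55% in size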
#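 Biochemical qHTS of compounds, final roughly 60 µM downward over six points, against 10 nM purified firefly luciferase using Km concentrations of substrates (10 uM D-luciferin, 10 uM ATP) in Tris acetate pH 7.5 buffer; luminescence output.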
# BRCA1 expr act – qHTS Assay to Identify Small Molecule Activators of BRCA1 Expression; MCF7-BRCA1-FFLuc reporter, luminescence, 48 h; response scale: scaled: vehicle 0%, 10 µM genistein 100%; Potency, µM (top dose mostly 46.1 µM), inactives show at the highest dose activation, actives largely listed as activators; actives 1.1% (n = 380,000); note: potency is the fitted concentration of half-maximal effect; nearly all actives have a fitted effect of over 80% in size; some results filed as inactive show a strong effect at the top dose
#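 Using MCF7 cells harboring a BRCA1 firefly luciferase reporter, plated 2 h before compound pinning, the screen measured luminescence after 48 h incubation. Responses were normalized to DMSO and 10 microM genistein, then fitted for concentration-effect.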
# * hit, by the source's call; ? = inconclusive; . = no result given; [ ] = remark or other dose. Unless noted, calls come from the whole dose curve; as a rule, active = well fitted curve in the direction sought with a large enough effect; inconclusive = small, poorly fitted or top-dose-only effect, or another doubt; inactive = no such curve, though single readings can be large; an effect the other way counts as inactive or inconclusive. This is a subset (hit frequency here may not be typical).
SMILES,NPC1 promoter act,Rab9 prom act,RORg inh,VP16 counter,Giardia killer,ELG1 genotox,p53 reactivator,PKM2 act,Menin-MLL TR inh,FLuc modulator,BRCA1 expr act
O=C(OCC(=O)N1CCN(S(=O)(=O)c2ccc(Cl)cc2)CC1)c1cc(Br)ccc1O,-1%,-1%,.,.,3,13%,10%,.,.,0%,10%
NC(=O)CS(=O)(=O)c1ccc(Cl)cc1,?,-8%,-8%,-7%,-6,1%,1%,-7%,9%,-1%,-1%
CC1CC(C(F)(F)F)n2ncc(C(=O)O)c2N1 (configuration not stated),0%,9%,-4%,-5%,-9,1%,0%,0%,-2%,1%,1%
CCOC1OC2C(CO)OC(n3cnc4c(N)ncnc43)C2O1 (configuration not stated),-2%,1%,-21%,-23%,21,4%,2%,-2%,12%,-1%,2%
Cc1cccc(NC(=O)C2CCCN2C(=O)Oc2ccccc2)c1 (configuration not stated),8%,21%,17%,12%,16,2%,-7%,-14%,-5%,0%,9%
C1=CC(c2cc3ccccc3o2)OC(CCc2ccccc2)C1 (configuration not stated),2%,-1%,-5%,0%,-10,0%,12%,1%,-4%,-1%,-9%
CCOCCCNC(=O)c1cn(C)c2ccc(S(=O)(=O)N3CCCC3)cc2c1=O,-4%,2%,-6%,-6%,9,0%,4%,.,.,1%,-3%
COc1ccc(N2CCN(S(=O)(=O)CCNC(=O)C34CC5CC(CC(C5)C3)C4)CC2)cc1,-4%,-5%,?,-21%,20,-8%,2%,1%,-25%,0%,-2%
O=C(CN1CCN(CN2C(=O)NC3(CCCCCC3)C2=O)CC1)Nc1cccc(F)c1,0%,-1%,.,.,17,3%,1%,.,.,0%,8%
Cc1nn(-c2ccccc2)c2c1C1(C(=O)N3c4c(cccc41)C(C)CC3(C)C)C(C#N)=C(N)O2 (configuration not stated),1%,0%,-18%,-2%,9,-19%,-16%,-2%,4%,1%,-33%
CCSc1nnc(NC(=O)CSc2nc3c(c(=O)n2C)SC(C)C3)s1 (configuration not stated),1%,-5%,-19%[0.365 µM],.,-11,-14%,-16%,-2%,-11%,-1%,-56%
CC(=O)c1cccc(OCc2cc(C(=O)NC3CCN(Cc4ccccc4)CC3)no2)c1,-7%,-13%,12%,-5%,-8,-3%,?,.,.,-3%,-19%
CC(C)COc1cccc(C(=O)Nc2ccc(S(=O)(=O)N3CCOCC3)cc2)c1,-1%,2%,-18%,-2%,4,-14%,-6%,13%,58%[activator],4%,-53%
COc1ccc(S(=O)(=O)N2CCOCC2)cc1NC(=O)CN1C(=O)NC2(CCCC2)C1=O,-2%,4%,.,.,-7,0%,-5%,.,.,-2%,0%
CCCS(=O)(=O)c1c(S(=O)(=O)CCC)c2cc(CC)ccn2c1C(=O)OC,-1%,-7%,16%,2%,-16,-9%,-12%,2%,5%,1%,-32%
CCOC(=O)c1c(C)[nH]c(C)c1C(=O)COC(=O)c1cccnc1SC,0%,10%,.,.,-20,0%,-3%,.,.,2%,-24%
Cc1ccccc1Nc1nc(-c2cccnc2)nc2ccccc12,-3%,-1%,?,-2%,-5,-9%,-3%,-1%,-7%,-7%,-16%
COc1ccc2nc(/N=C(\N)NC(=O)N3c4ccccc4Sc4ccccc43)nc(C)c2c1,-6%,-7%,16%,-8%,3,-2%,-3%,-5%,-4%,-2%,-10%
O=C(Nc1nc(-c2ccc(Cl)cc2)cs1)C1=COCCO1,?,16%,.,.,5,7%,17%,.,.,24µM*,94%
CCOC(=O)c1ccc(NS(=O)(=O)c2ccc(Cl)nc2)cc1,-2%,-4%,30%,5%,.,0%,-3%,-3%,-4%,?,.
COc1ccc(CNC(=O)C(c2ccncc2)N(C(=O)Cc2cccs2)c2cccnc2)cc1 (configuration not stated),-4%,8%,20%,-4%,-11,-2%,-3%,-5%,.,5%,-4%
O=C(CCC(=O)N1CCSc2ccccc21)NCc1ccccc1,1%,3%,18%,-2%,2,-7%,2%,-6%,-7%,0%,2%
CC(C)c1nn2c(=O)cc(COc3cccc(NC(=O)c4ccco4)c3)nc2s1,-3%,-2%,-12%,-7%,-11,8%,2%,.,.,-1%,9%
Cc1ccc(N2C(=O)CC(n3ccnc3)C2=O)cc1C (configuration not stated),10%,6%,-6%,-3%,6,0%,-3%,-10%,-2%,1%,0%
Cc1ccc(CNC(=O)C2c3ccccc3C(=O)N(C)C2c2c[nH]c3ccccc23)o1 (configuration not stated),.,.,-20%,1%,12,.,.,?,-3%,2%,-27%
CCOC(=O)C1=C(C)N(CCCCCC(=O)O)C(=O)NC1c1ccc(Br)cc1 (configuration not stated),-3%,-1%,0%,-4%,-15,2%,.,2%,-7%,9%,2%
Cc1c(C(=O)Nc2nnc(C(F)(F)F)s2)oc2ccccc12,?,?,?,-3%,-29,8%,29%,-2%,9%,11µM*,2%
COc1ccc(OC)c(C2C(C(=O)c3cccs3)=C(O)C(=O)N2CCN(C)C)c1 (configuration not stated),-1%,-2%,-17%,0%,6,1%,6%,-2%,-4%,1%,-1%
CCn1c(C(=O)O)c(CC(=O)N(C)c2ccc(OC)cc2OC)c2ccccc21,-1%,1%,0%,0%,13,-4%,-9%,.,-5%,2%,2%
CCOc1ccccc1N(CC(=O)Nc1cccc2ccccc12)S(C)(=O)=O,-5%,3%,3%,-6%,-20,-2%,-24%,-2%,-4%,3%,0%
CCn1c(=NC(=O)c2cccc(N3C(=O)CCC3=O)c2)sc2c(OC)ccc(OC)c21,-4%,-1%,-39%,7%,?,2%,1%,0%,-1%,6%,0%
CCCCn1nc2cc(C(=O)NCc3ccccc3OC)ccc2c1OCC,0%,-3%,22%,-14%,-27,3%,-9%,-19%,-1%,-2%,-2%
CC(C)CNC(=O)C(=O)NN=C1CCCCCC1,1%,-4%,-2%,-7%,5,-3%,18%,-6%,1%,-11%,1%
CN=C1SC(CC(=O)Nc2ccc(F)cc2F)C(=O)N1/N=C/c1ccc(OC(F)F)c(OC)c1 (configuration not stated),-2%,-5%,?,-6%[10 µM],-18,9%,-5%,-6%,41%[activator],2%,0%
COc1ccc(NC(=O)CSCC(=O)Nc2ccccc2N2CCCC2)cc1,9%,-7%,.,.,-1,-6%,-2%,.,.,3%,-8%
COc1ccc(/C=N/n2c(C)nc3sc(C)c(C)c3c2=O)cc1OC,1%,-4%,-11%,1%,-5,0%,-1%,-12%,-5%,-6%,0%
N/C(=N\OC(=O)COc1ccc(Br)cc1)c1cccnc1,8%,-3%,34%,-13%,15,7%,16%,-8%,3%,?,70%
CCOC(=O)C(=O)Nc1nnc(COc2ccccc2)s1,-2%,-8%,-24%,19%,-5,2%,2%,-23%,-4%,-19%,1%
CC1=CCC2C(=O)N(c3ccc(C)cc3)C(=O)C2C1 (configuration not stated),-4%,-2%,40%,1%,1,10%,8%,-5%,4%,0%,19%
CCO[C@H]1OC(C(=O)N2CCOCC2)=C[C@@H](c2ccc3c(c2)OCO3)[C@@H]1CCCO,0%,6%,-14%,-1%,-8,3%,1%,-5%,5%,-1%,2%
COc1ccc(C2c3ccc(O)cc3Oc3ncn4nc(-c5cccnc5)nc4c32)cc1OC (configuration not stated),-2%,-5%,2%,-18%,-2,-2%,4%,2%,.,-1%,-65%
COCCn1c(=NC(=O)c2ccco2)sc2cc(C(=O)OC)ccc21,0%,1%,16%,13%,4,4%,16%,-1%,0%,-3%,3%
CC1CC(NC(=O)C2(C)CC2(Cl)Cl)CC(C)(C)C1 (configuration not stated),0%,-3%,2%,7%,-18,-5%,0%,-1%,4%,-1%,6%
Cc1csc(NC(=O)C2CCN(C(=O)c3ccccc3C)CC2)n1,2%,-2%,-10%,-3%[10 µM],-15,0%,1%,-1%,-14%,-1%,-25%
CC(=O)Nc1ccc(NS(=O)(=O)c2ccc(C)cc2)cc1[N+](=O)[O-],-4%,-2%,-12%,-4%,14,2%,-3%,?,.,6%,-7%

# From PubChem
